From PubChem BioAssay
DT40 TDP1 no CPT: qHTS for Inhibitors of human tyrosyl-DNA phosphodiesterase 1 (TDP1): qHTS in cells in absence of CPT | DT40 Tdp1-/- hTDP1 cells, no CPT, ATP luminescence, 48 h | Potency, µM (titrated, usually from 46.2 µM), for the others: at the top dose activity change, negative = growth inhibition, hits mostly inhibitors | 420,000 compounds, 15% hits; note: nearly all actives have a fitted effect of over 55% in size
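Luminescent ATP content (CellTiter-Glo) served as the growth readout. Knockout chicken DT40 cells expressing human TDP1 were exposed to compounds without camptothecin for a minimum 48 hr at 37 °C.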
GCN5L2 inh: GCN5L2 (KAT2A) acetyltransferase inhibition | Potency, µM (highest dose often 58.9 µM), without a hit: at the top dose activity change, negative = inhibition, most hits filed as inhibitors | 390,000 compounds, 0.21% hits | Q92830 | GCN5L2 HAT assay, ThioGlo1 CoA-SH fluorescence
Target sequence (Q92830 whole entry, looked up): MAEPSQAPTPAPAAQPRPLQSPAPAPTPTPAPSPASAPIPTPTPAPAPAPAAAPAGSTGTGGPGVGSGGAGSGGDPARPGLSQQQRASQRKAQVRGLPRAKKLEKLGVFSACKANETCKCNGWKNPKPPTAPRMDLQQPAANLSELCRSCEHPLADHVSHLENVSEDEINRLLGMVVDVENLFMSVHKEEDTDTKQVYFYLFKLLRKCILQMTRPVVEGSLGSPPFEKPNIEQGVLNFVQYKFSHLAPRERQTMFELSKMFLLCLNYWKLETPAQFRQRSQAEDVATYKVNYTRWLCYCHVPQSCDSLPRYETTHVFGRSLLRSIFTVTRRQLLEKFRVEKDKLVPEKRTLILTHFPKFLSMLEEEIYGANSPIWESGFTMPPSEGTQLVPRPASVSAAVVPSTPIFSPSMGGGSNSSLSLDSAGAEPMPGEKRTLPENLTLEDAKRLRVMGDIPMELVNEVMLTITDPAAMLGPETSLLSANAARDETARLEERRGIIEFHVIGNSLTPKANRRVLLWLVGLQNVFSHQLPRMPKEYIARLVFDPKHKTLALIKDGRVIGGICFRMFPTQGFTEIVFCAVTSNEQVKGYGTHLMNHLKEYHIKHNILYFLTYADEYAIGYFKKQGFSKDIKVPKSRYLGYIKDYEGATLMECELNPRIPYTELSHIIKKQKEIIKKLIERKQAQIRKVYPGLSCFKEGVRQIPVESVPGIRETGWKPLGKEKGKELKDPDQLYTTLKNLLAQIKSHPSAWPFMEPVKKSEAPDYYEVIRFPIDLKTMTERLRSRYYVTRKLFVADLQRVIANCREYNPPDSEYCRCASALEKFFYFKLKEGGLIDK
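qHTS, 1536-well. 20nM enzyme, pH 7.5 HEPES/EDTA/Tween-20 buffer; 15 min compound preinc., RT. Start: 75uM H3(1-25), 70uM AcCoA, 50uM ThioGlo1. Read Ex340/Em540 at t=0 (autofluorescence flag) and t=20 min.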
TDP1 block: inhibitors of human tyrosyl-DNA phosphodiesterase TDP1 | recombinant TDP1, AlphaScreen DNA substrate cleavage | Potency, µM (titrated, usually from 130 µM), for inactives: at the top dose activity change, negative = inhibition, most hits filed as inhibitors | 350,000 compounds, 0.28% hits; note: nearly all actives have a fitted effect of over 40% in size
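Signal: AlphaScreen proximity between streptavidin donor and anti-FITC acceptor beads on intact substrate. Reaction: Tdp1 1 nM, substrate 15 nM final, 5 min RT after 15 min compound preincubation.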
Active calls of the source: *; ? = inconclusive; nt = no result given; & = joins results of further samples; [ ] = another dose, or the depositor's remark. Calls come from the whole dose curve; as a rule, active = well fitted curve in the direction sought with a large enough effect; inconclusive = small, poorly fitted or top-dose-only effect, or another doubt; inactive = no such curve, though single readings can be large; an effect the other way counts as inactive or inconclusive. % is set by controls: 0 for no effect and ±100 for the full control effect; potency is the fitted concentration of half-maximal effect. Not all compounds are listed. The share of hits here may be higher or lower than overall.

SMILES	DT40 TDP1 no CPT	GCN5L2 inh	TDP1 block
COCCn1c(N)c(Sc2ccccc2[N+](=O)[O-])c(=O)[nH]c1=O	18.5%	-7.5%	6.8%
O=S(=O)(Nc1cccc(-c2ccc(N3CCCCCC3)nn2)c1)c1ccccc1F	?	-12.2%&-11.8%	1.0%&6.5%
O=C(Nc1ccccc1)c1cc(S(=O)(=O)Nc2cccnc2)ccc1Cl	-17.0%	-4.8%	5.4%
COc1cc(NC(=O)C2=C(C)OCCS2)c(Cl)cc1C(=O)NCCN1CCN(C)CC1	?	-0.4%	5.2%
Cc1ccc(S(=O)(=O)NC(=O)NCc2ccc(Cl)cc2)cc1	-18.6%	-5.9%	-1.8%
CS(=O)(=O)N1CCC2(CC1)CN(Cc1cc(C(F)(F)F)cc(C(F)(F)F)c1)C2	0.6%	-3.7%	nt
Cc1c(C)c2c(OCC(=O)Nc3ccc(CCO)cc3)cc3c(c2oc1=O)CCC(C)(C)O3	?	-5.4%	nt
O=C(O)CCC(=O)NN1C(=O)c2ccccc2NC1c1ccc(F)cc1 (stereo unspecified)	-5.3%	-10.4%	1.4%
CC(=O)N/N=C/c1cc2c(cc1[N+](=O)[O-])OCO2	-10.1%	-6.2%	-5.1%
COc1ccccc1C(=O)N/C(=C\c1cn(S(=O)(=O)N(C)C)c2ccccc12)C(=O)NCCCN1CCOCC1	?	-2.5%	4.5%
CN1CCN(c2ncc3nc(-c4cccs4)c(=O)n(-c4ccccc4)c3n2)CC1	10.6%	-21.8%	nt
CCN(CC)S(=O)(=O)c1ccc(NC(=O)COC(=O)CNC(=O)C2CCCCC2)cc1	0.5%	-1.5%	nt
O=C(c1cc2cc([N+](=O)[O-])ccc2oc1=O)N1CCN(C2CCCCC2)CC1	2.1%	-8.9%	-4.9%
Cc1cc(CNC(=O)CC2C(=O)NCCN2Cc2ccccc2C(F)(F)F)on1 (stereo unspecified)	-8.4%	-13.2%	0.0%
Cc1cc2c(c(SCC(=O)NCc3ccc(Cl)cc3)n1)C(=O)OC2	4.4%	-6.4%	2.6%

Next part (2 carried over from the part before).
SMILES	DT40 TDP1 no CPT	GCN5L2 inh	TDP1 block
Cc1cc(CNC(=O)CC2C(=O)NCCN2Cc2ccccc2C(F)(F)F)on1 (stereo unspecified)	-8.4%	-13.2%	0.0%
Cc1cc2c(c(SCC(=O)NCc3ccc(Cl)cc3)n1)C(=O)OC2	4.4%	-6.4%	2.6%
CCc1cccc(C)c1Nc1c(-c2ccc(SC)cc2)nc2sccn12	23.1µM*	-13.9%	10.9%
CC(C)(C)n1nc2c(c1NC(=O)Cc1ccc(F)cc1)CSC2	?	-7.4%	1.0%
O=C(Nc1ccc(S(=O)(=O)N2CCOCC2)cc1)c1ccc([N+](=O)[O-])o1	2.59µM*	-7.3%	nt
O=C(NCCOc1ccccc1)C1CCC(=O)N(CCCN2CCCC2=O)C1 (stereo unspecified)	0.2%	0.2%	3.0%
COc1cc(C2C(C(=O)c3cc4ccccc4o3)=C(O)C(=O)N2c2cc(C)on2)cc(OC)c1OC (stereo unspecified)	-11.1%	-10.8%	5.7%
CCCn1c2ccccc2c2cnn(CC(=O)N(CC)CC)c(=O)c21	-0.7%	-21.4%	nt
O=[N+]([O-])c1ccc(OCCCCN2CCc3ccccc3C2)cc1	?	-6.0%	nt
O=C(c1cc2nc(-c3ccccc3)cc(C(F)(F)F)n2n1)N1CCN2CCCC2C1 (stereo unspecified)	?	-10.4%	5.2%
O=C(CCNC(=O)c1ccccc1Cl)Nc1cc(C(F)(F)F)ccc1Cl	?	-2.0%	0.0%
CCOC(=O)C1CCCN(C(=O)c2cc3cc(OC)c(OC)cc3[nH]2)C1 (stereo unspecified)	-21.3%	-10.8%	nt
Cc1nc(NC(=O)c2ccc3c(c2)OCO3)ccc1Br	?	-5.9%	7.6%
COC(=O)Nc1ccc(S(=O)(=O)N(CCO)CCO)cc1	3.3%	-12.4%	2.0%
Cc1cc(NC(=O)c2ccc3nc(C)sc3c2)no1	-15.6%	-2.8%	4.8%
CCOC(=O)c1cnc2ccccc2c1Nc1cccc(C(=O)O)c1	-3.2%	-7.0%	5.3%
O=C(COc1ccccc1F)Nc1ccc(OCc2cc(=O)n3ccccc3n2)cc1	-10.0%	-1.1%	5.4%
O=C(Cn1ccc2ccccc2c1=O)NCCC(=O)Nc1ccc(F)cc1F	-1.7%&-22.4%	-1.6%&-4.8%	6.1%[0.0935 µM]
CCN(CC)S(=O)(=O)c1cccc(C(=O)NC2CCCCC2)c1	?	-3.3%	4.5%
CCc1ccccc1NC(=O)Nc1cc(C(=O)NCc2ccccc2OC)ccc1N1CCCC1	?	29.8%	1.2%
O=S(=O)(c1ccc(Cl)cc1)N1CCC(c2ccncc2)CC1	?	-4.2%	8.3%
Nc1ncnc2c1ncn2[C@@H]1O[C@H](CN=C2NS(=O)(=O)c3ccccc32)[C@@H](O)[C@H]1O	-3.5%	1.1%	-0.9%
COc1ccc(C(=O)N[C@H](C(=O)NCCCn2nc(C)cc2C)C(C)C)cc1	1.2%	-1.7%	-2.8%
CC1CCN(S(=O)(=O)c2cccc(C(=O)Nc3ccccc3)c2)CC1	?	-2.3%	2.8%
CCn1nc(C(=O)NNC(=O)C(Cc2ccccc2)NC(N)=O)c2ccccc2c1=O (stereo unspecified)	-16.7%	1.3%	1.9%
CS(=O)(=O)c1nc(-c2cccs2)cc(C(F)(F)F)n1	nt	-2.7%	11.2%
COc1ccc2nc(C)c3c(c2c1)OC(C(C)(Cl)Br)C3 (stereo unspecified)	18.4µM*	-9.5%	nt
COc1cccc(C2CC(c3cccs3)Nc3ncnn32)c1 (stereo unspecified)	-4.4%	-2.2%	0.0%
COC(=O)C1Sc2[nH]c(=O)sc2C(c2ccc(Cl)cc2)C1C(=O)OC (stereo unspecified)	-5.0%	-7.7%	2.5%
COC(=O)c1ccc([N+](=O)[O-])cc1N1C(=O)C2C3CCC(C3)C2C1=O (stereo unspecified)	-19.0%	-10.4%	3.7%
CNc1nc2cc([N+](=O)[O-])c([N+](=O)[O-])cc2nc1NC	3.26µM*	-12.4%	0.6%
S=c1[nH]cnc2scc(-c3ccc(Cl)cc3)c12	?	?	5.5%
COc1cccc(N2C(=O)CC(N3CCN(C(=O)c4ccco4)CC3)C2=O)c1 (stereo unspecified)	-0.4%	2.8%	4.7%
COc1cccc(NC(=O)C2CCCN(c3ncnc4c3nc3n4CCCCC3)C2)c1 (stereo unspecified)	20.6µM*	-7.9%	1.1%
Cc1cccc(NC(=O)C2CCCN(S(=O)(=O)c3cnc[nH]3)C2)c1C (stereo unspecified)	0.7%	-1.7%	4.6%
COc1ccc(C(=O)NCC2(c3ccccc3)CCCC2)c(OC)c1	6.51µM*	-0.2%	nt
CCOc1ncccc1C(=O)N(C)CC(=O)Nc1ccccc1SC	-8.2%	5.3%	2.8%
CCc1ccc(C2c3c(oc4cc(C)c(C)cc4c3=O)C(=O)N2c2nc(C)c(C(=O)OC)s2)cc1 (stereo unspecified)	-13.4%	-3.9%	-2.1%
Cc1ccc(S(=O)(=O)C(CNC(=O)COc2ccccc2)c2cccs2)cc1 (stereo unspecified)	?	-13.2%	?
O=C(c1ccc2[nH]ccc2c1)N1CCCC(Nc2ccccc2)C1 (stereo unspecified)	9.9%	-3.6%	1.9%
Cc1cc(NC(=O)CCc2nc3cccnc3n2-c2ccccc2)ccc1Br	?	4.0%	1.3%
O=S(=O)(NCC1CCN(c2ccc(S(=O)(=O)N3CCOCC3)cc2)CC1)c1ccc(F)cc1	20.6µM*	-8.2%	2.9%
CCC1=NN(C(=O)c2ccc([N+](=O)[O-])cc2)C(O)(c2ccccc2)C1 (stereo unspecified)	?	-2.2%	nt
C=CCSc1n[nH]c(-c2ccc(OCCC)cc2)n1	16.4µM*	-22.0%	6.6%
O=C(O)C1CCCCN1C(=O)c1cc2c(s1)CCCCC2 (stereo unspecified)	4.3%	-2.8%	0.6%[56.1 µM]
O=C(NCc1ccc(Cl)cc1)c1cnc2sc(N3CCCC3)nn2c1=O	?	-20.5%	1.9%
COc1ccccc1/C=C\C(=O)NCC(=O)N/N=C/c1ccc(O)cc1O	?	-3.1%	nt
O=C(O)c1cc(S(=O)(=O)Nc2ccc3c(c2)OCCO3)c(Cl)cc1Cl	-4.2%	3.0%	-5.4%
O=C(Nc1ccc(S(=O)(=O)Nc2ncccn2)cc1)C(F)(F)F	-0.8%	-7.7%	4.4%
CCCC(=O)NC1=C(C#N)C2(CCCC2)Cc2ccccc21	-0.1%	-3.5%	9.1%
Cc1ccc([C@@H]2[C@@H]3C(=O)N(c4ccccc4)C(=O)[C@@H]3[C@]3(C)C(=O)N(Cc4ccccc4)CC(=O)N23)o1	-12.5%	0.0%	nt
COc1ccc(Cn2nc(C)cc2C)cc1OC	-14.0%	-0.9%	-1.9%
COc1cccc(C(=O)Nc2nnc(-c3ccc(F)cc3)o2)c1	9.2µM*	-2.4%	nt
CN(C(=O)COC(=O)c1ccc(Cl)c(N)c1)c1ccccc1	-34.2%	-7.2%	-2.6%
CC(=O)OCC(=O)[C@@]1(OC(C)=O)[C@@H](C)C[C@H]2[C@@H]3C[C@H](F)C4=CC(=O)C=C[C@]4(C)[C@@]3(F)[C@@H](O)C[C@@]21C	?	0.5%&6.3%	5.5%&0.0%
CC(=O)C[C@H](O)CC(=O)[C@H]1OC(=O)CCCCCCCCc2ccccc21	?	-3.5%	0.9%
Cc1ccc2c(c1)CCCN2C(=O)c1c(C)noc1C	?	-1.1%	0.0%
Cn1c(N)c(S(=O)(=O)N2CCN(C(=O)c3ccco3)CC2)c(=O)n(C)c1=O	0.2%	1.6%	0.0%
Cc1ccc2nc3c(cc(C(=O)NCC4CCCO4)n3C)c(=O)n2c1 (stereo unspecified)	nt	-1.8%	5.7%
CC1=C(/C=C/C(C)=C/C=C/C(C)=C/C=C/C=C(C)/C=C/C=C(C)/C=C/C2=C(C)C(=O)CCC2(C)C)C(C)(C)CCC1=O	-18.9%	?	4.5%
CCOC(=O)c1ccc(NC(=O)CSc2nnnn2C2CCCCC2)cc1	-16.7%	-3.0%	6.6%
O=C(Cn1c(=O)nc(-c2ccccc2)c2ccccc21)NCCCc1ccccc1	?	-3.2%	-0.9%
New compounds follow.
SMILES	DT40 TDP1 no CPT	GCN5L2 inh	TDP1 block
O=C(COc1ccc(S(=O)(=O)Nc2ccccc2)cc1)NCc1cccnc1	-27.9%	-9.7%	0.6%
O=C(CNCC1CCCO1)NCc1ccco1 (stereo unspecified)	-21.7%	-1.3%	-7.7%
O=C(Oc1cccc(N2C(=O)CCC2=O)c1)c1ccccc1	3.9%	-0.7%	2.5%
O=C(O)c1ccc(Nc2ncnc3scc(-c4ccccc4)c23)cc1	4.11µM*	-2.7%&0.5%	-3.6%&-5.7%
C/C(N)=C(/C#N)C(=O)COC(=O)C(c1ccccc1)c1ccccc1	-25.7%	-1.9%	nt
CCc1ccc(C(=O)NN=C2CCCCCC2)s1	5.1%	-4.4%	4.6%[56.1 µM]
NCc1nc(-c2ccc(Cl)cc2)no1	?	20.2%	2.7%
Cc1cccc(OCc2nc(-c3ccccn3)n[nH]2)c1	14.6µM*	nt	5.1%
Cc1ccc(-c2nc3cccnc3s2)cc1NS(=O)(=O)c1ccc2c(c1)CCCC2	?	-12.3%	3.9%
CS(=O)(=O)Nc1cccc(-c2nc(N3CCOCC3)c3ccccc3n2)c1	-20.1%	-4.1%	4.5%

In a second layout: 5 of the compounds above.
SMILES | DT40 TDP1 no CPT | GCN5L2 inh | TDP1 block
COCCn1c(N)c(Sc2ccccc2[N+](=O)[O-])c(=O)[nH]c1=O | 18.5% | -7.5% | 6.8%
O=S(=O)(Nc1cccc(-c2ccc(N3CCCCCC3)nn2)c1)c1ccccc1F | ? | -12.2%&-11.8% | 1.0%&6.5%
O=C(Nc1ccccc1)c1cc(S(=O)(=O)Nc2cccnc2)ccc1Cl | -17.0% | -4.8% | 5.4%
COc1cc(NC(=O)C2=C(C)OCCS2)c(Cl)cc1C(=O)NCCN1CCN(C)CC1 | ? | -0.4% | 5.2%
Cc1ccc(S(=O)(=O)NC(=O)NCc2ccc(Cl)cc2)cc1 | -18.6% | -5.9% | -1.8%

Some of these compounds in order of length of the SMILES, rising:
SMILES	DT40 TDP1 no CPT	GCN5L2 inh	TDP1 block
CCc1ccc(C(=O)NN=C2CCCCCC2)s1	5.1%	-4.4%	4.6%[56.1 µM]
O=C(COc1ccc(S(=O)(=O)Nc2ccccc2)cc1)NCc1cccnc1	-27.9%	-9.7%	0.6%
CS(=O)(=O)Nc1cccc(-c2nc(N3CCOCC3)c3ccccc3n2)c1	-20.1%	-4.1%	4.5%
